Bioassay records: PubChem, The Scripps Research Institute Molecular Screening Center
PAFAH2 FP inh – inhibitors of human PAFAH2; Q99487; recombinant PAFAH2, FP-rhodamine activity probe, fluorescence polarization; inhibition, % at 3.39 µM; actives 0.99% (n = 340,000);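 active = inhibition above the mean over all tested compounds plus 3 SD, cut at about 30% in these data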;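 also: inhibitors block probe labeling of enzyme so polarization drops; 0% = enzyme with DMSO and 100% = wells lacking PAFAH2 protein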
* marks the source's active call; other numbers are inactive results. Not all compounds are listed; count on the stated rates, not on these rows.

Start of the listing, in advance, 7 compounds:
For O=C(c1ccc(S(=O)(=O)N2CCCCC2)cc1)c1nnc(-c2ccc(Cl)cc2)o1 the results were PAFAH2 FP inh 5.
Screening O=C(c1cc(Cl)cc(Cl)c1)N1CCC2CC1c1cc(-c3ccc4c(c3)OCO4)ccc12 (stereo unspecified) returned PAFAH2 FP inh -9.
Screening O=C(OCC(=O)N1CCN(C(=O)COC(=O)c2ccccc2NCCO)CC1)c1ccccc1NCCO returned PAFAH2 FP inh 3.
For Nc1c(C(=O)CSc2nnnn2-c2ccc(O)cc2)c(=O)[nH]c(=O)n1C1CC1 the results were PAFAH2 FP inh 4.
`Cc1ccc(C)c(S(=O)(=O)NCC(=O)OCC(=O)Nc2sccc2C(N)=O)c1` gave PAFAH2 FP inh 0.
Screening Cn1cc(C2OC(=O)c3ccccc32)c2ccccc21 (stereo unspecified) returned PAFAH2 FP inh -6.
Screening CC(C)(C)c1ccc(S(=O)(=O)N2CCN(C(=O)c3ccc4c(c3)C(=O)N(Cc3ccncc3)C4=O)CC2)cc1 returned PAFAH2 FP inh -12.

The list itself, from the start:
For O=C(c1ccc(S(=O)(=O)N2CCCCC2)cc1)c1nnc(-c2ccc(Cl)cc2)o1 the results were PAFAH2 FP inh 5.
Screening O=C(c1cc(Cl)cc(Cl)c1)N1CCC2CC1c1cc(-c3ccc4c(c3)OCO4)ccc12 (stereo unspecified) returned PAFAH2 FP inh -9.
Screening O=C(OCC(=O)N1CCN(C(=O)COC(=O)c2ccccc2NCCO)CC1)c1ccccc1NCCO returned PAFAH2 FP inh 3.
For Nc1c(C(=O)CSc2nnnn2-c2ccc(O)cc2)c(=O)[nH]c(=O)n1C1CC1 the results were PAFAH2 FP inh 4.
`Cc1ccc(C)c(S(=O)(=O)NCC(=O)OCC(=O)Nc2sccc2C(N)=O)c1` gave PAFAH2 FP inh 0.
Screening Cn1cc(C2OC(=O)c3ccccc32)c2ccccc21 (stereo unspecified) returned PAFAH2 FP inh -6.
Screening CC(C)(C)c1ccc(S(=O)(=O)N2CCN(C(=O)c3ccc4c(c3)C(=O)N(Cc3ccncc3)C4=O)CC2)cc1 returned PAFAH2 FP inh -12.
For O=S(OCCN1CCCC1)C(c1ccccc1)c1ccccc1 (stereo unspecified) the results were PAFAH2 FP inh -2.
Screening COc1ccc(C2=Cc3ccc(OC(C)=O)cc3OC2)cc1 returned PAFAH2 FP inh 4.
C[n+]1cccc2cccc([O-])c21 was read as PAFAH2 FP inh 13.
CC(C)C[C@@H](CNCC(=O)[C@H](Cc1c[nH]c2ccccc12)NC(=O)c1[nH]cnc1C(=O)N[C@H](CN)CC(C)C)NC(=O)c1nc[nH]c1C(=O)N[C@@H](CC(=O)O)C(=O)O was read as PAFAH2 FP inh -3.
Screening CCn1nc(C)cc1C(=O)N1CCCC(Nc2ccc(C(C)C)cc2)C1 (stereo unspecified) returned PAFAH2 FP inh 3.
COC(=O)C1CCN(C(=O)CSc2nc3nc(C)cc(C)n3n2)CC1 was read as PAFAH2 FP inh 6.
Screening O=C(CNc1ccccc1N1CCCC1=O)Nc1cc(Cl)ccc1-n1cncn1 returned PAFAH2 FP inh 2.
For CSCCC(NC=O)C(=O)NC(C)C(=O)O (stereo unspecified) the results were PAFAH2 FP inh 0.
C=CC(=O)N1C/C(=C/c2ccc(Cl)cc2)C(=O)/C(=C\c2ccc(Cl)cc2)C1 was read as PAFAH2 FP inh -11.
CN(CC(=O)Nc1ccc(F)c(F)c1F)C(=O)c1cc(S(=O)(=O)N(C)C)ccc1N1CCCC1 was read as PAFAH2 FP inh 2.
For Clc1ccc(OCc2cn3cccnc3n2)c2ncccc12 the results were PAFAH2 FP inh -8.
Screening Cc1cc(=O)[nH]c(N/N=C/c2ccc(F)cc2)n1 returned PAFAH2 FP inh 8.
`COc1cc(OC)cc(-c2nc(-c3cc4cc(C)ccc4nc3OC)no2)c1` gave PAFAH2 FP inh -1.
O=C(NN=Cc1ccc(Cl)cc1Cl)C1CC1 was read as PAFAH2 FP inh 3.
Cc1c(CC(=O)N[C@H](C(=O)O)C(C)C)c(=O)oc2cc3c(cc12)CCC(C)(C)O3 was read as PAFAH2 FP inh 4.
For CC(=O)NC1C(OCCOc2ccc(Cl)cc2C)OC(CO)C(O)C1O (stereo unspecified) the results were PAFAH2 FP inh -5.
Screening O=C(CNC(=O)OCc1ccccc1)NC1(C(=O)O)CCCC1 returned PAFAH2 FP inh -3.
`Cc1ccc(S(=O)(=O)SC/C=C/CSS(=O)(=O)c2ccc(C)cc2)cc1` gave PAFAH2 FP inh 13.
For O=S(=O)(Cc1ccccc1)C(CCCc1ccccc1)S(=O)(=O)Cc1ccccc1 the results were PAFAH2 FP inh 0.
Screening CC(=O)Nc1ccc(NC(=O)COc2ccc(-c3ccccc3)cc2)cc1 returned PAFAH2 FP inh -5.
For Cc1ccc(S(=O)(=O)N2CCc3ccccc3C2)cc1C the results were PAFAH2 FP inh 1.
`CCCc1cc2c(c(NC(C)=O)n1)c(=O)oc1ccccc12` gave PAFAH2 FP inh -4.
For Nc1cn(C2OC(CO)C(O)C2O)c(=O)[nH]c1=O (stereo unspecified) the results were PAFAH2 FP inh 5.
For COC(C[C@@H]1O[C@H]1[C@@H](O)[C@@H](C)OCc1ccccc1)OC the results were PAFAH2 FP inh 2.
Screening COC(=O)C1OC1c1cc([N+](=O)[O-])ccc1OC (stereo unspecified) returned PAFAH2 FP inh 7.
Screening CC(C)(C)C(=O)NC1CC2CCCC(C1)N2C(=O)Nc1ccccc1Cl (stereo unspecified) returned PAFAH2 FP inh -3.
`OCCNCc1cc(Br)ccc1OCc1ccc(Cl)cc1Cl` gave PAFAH2 FP inh 0.
Screening NS(=O)(=O)c1ccc(NC(=O)CN2CCN(S(=O)(=O)c3cccs3)CC2)cc1 returned PAFAH2 FP inh 1.
For C#CCOCCOCCOCCNc1nc(N2CCN(C(=O)Cn3cc(CC(C)O)nn3)CC2)nc(N2CCN(C(=O)[C@H](C)n3cc(CCC(=O)O)nn3)CC2)n1 (stereo partly specified) the results were PAFAH2 FP inh 4.
Screening O=C(c1cccc(S(=O)(=O)NCc2ccccc2)c1)N1CCN(c2ccccc2Cl)CC1 returned PAFAH2 FP inh 4.
O=c1c2c3nc4ccccc4nc3n(Cc3ccccc3)c2ncn1Cc1ccco1 was read as PAFAH2 FP inh 1.
Screening O=C(O)c1cccc(NC(=S)N/N=C/c2ccccc2OCc2cccc(Br)c2)c1 returned PAFAH2 FP inh -15.
C/C(CC(=O)Nc1ccc(N(C)C)cc1)=N\NC(=O)c1ccc([N+](=O)[O-])cc1 was read as PAFAH2 FP inh 7.
`COc1ccc2c(c1)C(CC(=O)NN)CCC2` (stereo unspecified) gave PAFAH2 FP inh 6.
Screening O=C1N/C(=N/NC(=O)c2cccc3ccccc23)S/C1=C\c1ccccc1OCc1ccccc1 returned PAFAH2 FP inh 10.
For O=C(NCc1ccc(Cl)cc1)C1CCN(C(=O)c2ccc(Cl)cc2)CC1 the results were PAFAH2 FP inh -2.
`COc1cccc(NC(=O)Cn2c(=O)n(CCCC(=O)NCc3ccco3)c(=O)c3ccccc32)c1` gave PAFAH2 FP inh -2.
Screening NC(=O)c1c(N)sc2c1CCC2 returned PAFAH2 FP inh 15.
CCN1CCC(O)(/C=C/c2ccc(C)cc2)C(C(=O)/C=C/c2ccc(C)cc2)C1 (stereo unspecified) was read as PAFAH2 FP inh -4.
For CCOc1ccccc1N(C)C(=O)c1cn(CC)c(=O)c2cc(OC)c(OC)cc12 the results were PAFAH2 FP inh 10.
Screening Cc1cccc(C(=O)Oc2ccc(/C=N/NC(=O)c3cc(O)cc(O)c3)cc2)c1 returned PAFAH2 FP inh -17.
`CC[n+]1c(/C=C/c2ccc(OC(C)=O)c(OC)c2)ccc2ccccc21` gave PAFAH2 FP inh -5.
Screening CCCC(=O)Nc1ccc(S(=O)(=O)Nc2cc(OC)ncn2)cc1 returned PAFAH2 FP inh -9.
`COc1ccc(-n2ncc3c(N4CCCc5ccccc54)ncnc32)cc1` gave PAFAH2 FP inh -4.
`CCn1nc(C(=O)Nc2ccc(Cl)c(S(=O)(=O)N3CCOCC3)c2)c2ccccc2c1=O` gave PAFAH2 FP inh 0.
Screening Cc1csc(SCC(=O)N(C)C2CCS(=O)(=O)C2)n1 (stereo unspecified) returned PAFAH2 FP inh 6.
Screening CCN1CCN(C2=CC3=CC(=C(C#N)C#N)CCC3CC2)CC1 (stereo unspecified) returned PAFAH2 FP inh 2.
`CCc1ccc(C(O)(CC(C)C)C(CN2CCOCC2)c2ccccc2)cc1` (stereo unspecified) gave PAFAH2 FP inh -3.
CN(C(=O)c1ccc(NC(=O)Cc2cccc(NC(=O)C3CCCN(C(=O)c4ccccc4)C3)c2)cc1)C1CC1 (stereo unspecified) was read as PAFAH2 FP inh 1.
`O=S(=O)(c1cccc2ccccc12)N1CCCCC1` gave PAFAH2 FP inh -2.
`CC(C)C1(c2ccsc2)NC(=O)NC1=O` (stereo unspecified) gave PAFAH2 FP inh -1.
For CCN(CC(=O)NCc1cccs1)C(=O)/C=C/c1cc(OC)c(OC)c(OC)c1 the results were PAFAH2 FP inh 3.
Screening Cc1ccccc1C(=O)N1[C@@H](C(C)C)COc2cc(Br)ccc2S1(=O)=O returned PAFAH2 FP inh 2.

A draw from above in order of molecular weight, rising:
`COc1ccc2c(c1)C(CC(=O)NN)CCC2` (stereo unspecified) gave PAFAH2 FP inh 6.
`CC[n+]1c(/C=C/c2ccc(OC(C)=O)c(OC)c2)ccc2ccccc21` gave PAFAH2 FP inh -5.
CCN1CCC(O)(/C=C/c2ccc(C)cc2)C(C(=O)/C=C/c2ccc(C)cc2)C1 (stereo unspecified) was read as PAFAH2 FP inh -4.

(next part)
Cc1c(NS(=O)(=O)c2cc(C(=O)NCc3cccc(Cl)c3)ccc2Cl)c(=O)n(-c2ccccc2)n1C was read as PAFAH2 FP inh -4.
For O=C(Cn1cccn1)N1CCCC(N2CCN(c3cccc(C(F)(F)F)c3)CC2)C1 (stereo unspecified) the results were PAFAH2 FP inh 3.
For CCN1C(=O)[C@H]2[C@H]3CN=C(SC)N3[C@@](C)(C(=O)OC)[C@H]2C1=O the results were PAFAH2 FP inh 11.
O=C1c2cccc3c(O)ccc(c23)C(=O)N1Cc1ccco1 was read as PAFAH2 FP inh 26.
For CCn1c(SCc2cccc(C(=O)O)c2)nnc1-c1ccc(Cl)cc1 the results were PAFAH2 FP inh 5.
For O=C(CSc1ncnc2c1nnn2Cc1ccccc1F)N1CCN(c2ccccc2)CC1 the results were PAFAH2 FP inh -2.
Screening CCC1CN(C(=O)NCc2ccc(F)cc2)c2cc(C)ccc2O1 (stereo unspecified) returned PAFAH2 FP inh -3.
For CN(CCc1ccccc1)C(=O)c1cccc(NC(=O)Cc2cccc(NC(=O)C3CCCN(C(=O)C4CCCC4)C3)c2)c1 (stereo unspecified) the results were PAFAH2 FP inh -2.
For CC1CC1C(=O)Nc1ccc(S(=O)(=O)N2CCCCC2)cc1 (stereo unspecified) the results were PAFAH2 FP inh -14.
O=C(O)c1ccc(NN=Cc2cc(=O)[nH]c(=O)[nH]2)cc1 was read as PAFAH2 FP inh 1.
Screening Cc1cccc(NC(=O)CSc2nnnn2C2CCCC2)c1 returned PAFAH2 FP inh -2.
`Cc1ccc(NCc2nnc(SCC(=O)NCCc3ccccc3)n2C)cc1` gave PAFAH2 FP inh -3.
CCOc1ccccc1C1CC(=O)Nc2cc(OC)c(OC)cc21 (stereo unspecified) was read as PAFAH2 FP inh -1.
`O=C(Nc1ccnn1C1CCN(CC2CC=CCC2)CC1)c1ccccc1` (stereo unspecified) gave PAFAH2 FP inh 3.
For CC(C)C(c1nnnn1CCc1ccccc1)N1CCN(C(=O)c2ccco2)CC1 (stereo unspecified) the results were PAFAH2 FP inh 4.
For O=C(NNC(=O)c1cccc2ccccc12)c1ccc(Cl)cc1 the results were PAFAH2 FP inh -3.
For Cc1cc(C)cc(C(=O)N2CCCCC2)c1 the results were PAFAH2 FP inh 3.
Screening O=C(/C=C/c1ccccc1)Nc1ccc(Cl)cn1 returned PAFAH2 FP inh -5.
CN(Cc1ccccc1F)C(=O)C1CCCN(C(=O)c2ccc(Cl)cc2)C1 (stereo unspecified) was read as PAFAH2 FP inh 4.
For COC(=O)c1ccc(NC(=O)c2cccc(N3C(=O)CCC3=O)c2)cc1 the results were PAFAH2 FP inh 1.
CCCn1c(N)c(C(=O)CSc2ncnc3sccc23)c(=O)n(C)c1=O was read as PAFAH2 FP inh 0.
N#CC1C(=N)Cc2ccccc2-c2ccccc21 (stereo unspecified) was read as PAFAH2 FP inh 3.
`O=S(=O)(/N=C(/Nc1nc2ccccc2s1)c1ccccc1)c1ccc(F)cc1` gave PAFAH2 FP inh 13.
For CCOC(=O)c1c(C)[nH]c(C(=O)OCC(O)=C(C#N)c2nc3ccccc3[nH]2)c1C the results were PAFAH2 FP inh 2.
Screening COc1ccc(NC(=O)CCN2C(=O)C3CC=CCC3C2=O)cc1S(=O)(=O)N1CCCCC1 (stereo unspecified) returned PAFAH2 FP inh 4.
Screening O=C(Nc1ccc(NC(=O)C2CCCCC2)nc1)c1cccc(F)c1 returned PAFAH2 FP inh -8.
`CCCCCCCCCCCCCC(=O)NO` gave PAFAH2 FP inh 13.
CCOc1ccc(NC(=O)CN(C)C(=O)CSc2ccccc2)cc1OCC was read as PAFAH2 FP inh -19.
O=C(c1ccccc1)c1ccc(OCC(O)CNCc2ccc(F)cc2)cc1 (stereo unspecified) was read as PAFAH2 FP inh 5.
`COc1ccc(OC)c(NC(=S)N2CCN(C(=O)C3CCCO3)CC2)c1` (stereo unspecified) gave PAFAH2 FP inh 4.
For Cc1ccc(C2=Nc3c(ccc4ccccc34)C(c3ccncc3)=NN2)cc1 the results were PAFAH2 FP inh 1.
Screening CCN(CC)c1ccc(S(=O)(=O)N2CCOCC2)cc1NC(=O)COC(=O)/C=C/c1ccccc1 returned PAFAH2 FP inh 57*.
COc1ccc(C(=O)/C=C/C(=O)N(CC(=O)NC2CCCCC2)Cc2ccccc2)c(O)c1 was read as PAFAH2 FP inh -5.
Screening Cc1cccc(-c2nc(C#N)c(N3CCC(C)CC3)o2)c1 returned PAFAH2 FP inh 0.

Quoted from the results shown for reference:
For Nc1cn(C2OC(CO)C(O)C2O)c(=O)[nH]c1=O (stereo unspecified) the results were PAFAH2 FP inh 5.
For COC(C[C@@H]1O[C@H]1[C@@H](O)[C@@H](C)OCc1ccccc1)OC the results were PAFAH2 FP inh 2.
